B2AR arrestin: qHTS assay of beta-arrestin-biased ligands of beta2-adrenergic receptor; beta-arrestin recruitment to beta2AR, cell-based reporter; Potency, µM (series often up to 46.1 µM), for inactives: at the highest dose activation, most hits filed as activators; 330,000 compounds, 0.02% hits; AID 492947, 2010;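 note: potency is the fitted concentration of half-maximal effect; 0% = DMSO controls and full agonism = EC100 isoproterenol or metaproterenol; nearly all actives have a fitted effect of over 65% in size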
Target sequence (P07550 whole entry, looked up): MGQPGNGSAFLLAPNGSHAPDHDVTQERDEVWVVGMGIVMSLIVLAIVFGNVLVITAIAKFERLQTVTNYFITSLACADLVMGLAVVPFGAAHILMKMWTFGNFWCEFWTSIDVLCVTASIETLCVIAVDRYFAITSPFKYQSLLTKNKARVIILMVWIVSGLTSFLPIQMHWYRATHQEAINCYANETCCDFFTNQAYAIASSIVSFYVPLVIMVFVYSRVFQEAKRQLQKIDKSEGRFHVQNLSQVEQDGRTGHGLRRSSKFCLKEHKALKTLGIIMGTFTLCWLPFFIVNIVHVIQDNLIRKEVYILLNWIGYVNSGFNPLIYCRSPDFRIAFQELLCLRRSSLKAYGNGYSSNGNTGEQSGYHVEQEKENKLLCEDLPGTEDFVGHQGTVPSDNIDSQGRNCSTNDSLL
TCR act: Activators of T cell receptors: qHTS campaign; primary human leukocytes, anti-CD3, IL-2 HTRF, 48 h; Potency, µM (series often up to 9.22 µM), for inactives: at the highest dose activation of IL-2 secretion, usual class: activators; 330,000 tested, under 10 active; note: % of control where 0% means no effect
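Activity was scored as IL-2 release from primary human leukocytes given only a TCR signal (a-CD3 beads) plus compound for 48 hr. Detection used a two-antibody HTRF format read at 665nm.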
BRCA1 expr act: qHTS Assay to Identify Small Molecule Activators of BRCA1 Expression; MCF7-BRCA1-FFLuc reporter, luminescence, 48 h; response scale: scaled: vehicle 0%, 10 µM genistein 100%; Potency, µM (top dose mostly 46.1 µM), for the others: top-dose activation, usual class: activators; 380,000 compounds, 1.1% hits; AID 624202, 2012; note: potency is the fitted concentration of half-maximal effect; nearly all actives have a fitted effect of over 80% in size; some results filed as inactive show a strong effect at the top dose
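Compounds are tested at multiple concentrations on MCF7 BRCA1-luciferase reporter cells seeded at 2000 per well; after 48 h, a single luminescence end-point is taken and curves fitted to the normalized data.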
TRPV1 agonist: HTS Assay for Compounds that Act as Agonists of the Vanilloid Receptor 1. 320,000 compounds, 0.19% hits. TRPV1-expressing cells, Fluo-8 calcium influx, agonist mode. Transient receptor potential cation channel subfamily V member 1 (Homo sapiens), Q8NER1. activation, % at 8.33 µM; in the data active = activation above about 80%; inconclusive = between about 30% and that limit; note: 0% is about no effect
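Fluo-8 calcium influx in TRPV1-expressing cells, kinetic read (ex 480/em 520 nm). Compound added and read 3 min for agonist activity, followed by capsaicin at EC20 final and 2 min further read for enhancement.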
ELG1 repair inh: qHTS screen for small molecules that inhibit ELG1-dependent DNA repair in human embryonic kidney (HEK293T) cells expressing luciferase-tagged ELG1. Potency, µM (titrated, usually from 46.1 µM), for inactives: at the top dose activity change, negative = inhibition, hits mostly inhibitors. HEK293T ELG1-luciferase reporter, luminescence, 16 h; DNA damage induced by 5-fluorouridine. 330,000 compounds, 2.3% hits; note: potency is the fitted concentration of half-maximal effect; % is set by controls: 0 for no effect and ±100 for the full control effect; nearly all actives have a fitted effect of over 55% in size
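Reporter activity after DNA damage by 5-fluorouridine is monitored. Compound-treated cells incubate 16 hr at 37 °C, then ONE-Glo is added for 30 min before luminescence reading.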
TSG101-PTAP inh: qHTS Assay for Iinhibitors of HIV-1 Budding by Blocking the Interaction of PTAP/TSG101. Tumor susceptibility gene 101 protein (Homo sapiens), Q99816. 340,000 tested, under 10 active. Potency, µM (highest dose often 115 µM), for the others: at the top dose activity change, negative = inhibition, actives largely listed as inhibitors. Fluorescence polarization, FITC-PTAP peptide / Tsg101 binding; active = well fitted inhibition curve with a large enough effect in the main read-out, with a control signal flat, not every such curve was filed as active; inconclusive = small, poorly fitted or top-dose-only effect, or effect the other way, or a change in a side signal; inactive = no such curve, though single readings can be large or run the other way; note: potency is the fitted concentration of half-maximal effect; % of control where 0% means no effect
Target sequence (Q99816 whole entry, looked up): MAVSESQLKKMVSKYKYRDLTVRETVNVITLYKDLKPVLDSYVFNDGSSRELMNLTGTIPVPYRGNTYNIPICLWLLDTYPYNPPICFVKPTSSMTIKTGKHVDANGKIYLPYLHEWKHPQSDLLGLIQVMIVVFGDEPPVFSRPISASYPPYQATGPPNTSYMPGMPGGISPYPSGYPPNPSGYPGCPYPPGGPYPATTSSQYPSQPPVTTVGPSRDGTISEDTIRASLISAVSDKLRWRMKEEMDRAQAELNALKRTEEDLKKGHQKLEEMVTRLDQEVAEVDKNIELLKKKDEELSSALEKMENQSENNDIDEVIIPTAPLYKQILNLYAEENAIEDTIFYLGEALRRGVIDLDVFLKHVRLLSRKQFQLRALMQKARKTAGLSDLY
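Compounds were pin-transferred onto Tsg101 binding domain (10 uM final) in HEPES pH 7.5 buffer, then FITC-PTAP peptide was added at 50 nM final. After 20 min at RT, polarization reported peptide displacement across a qHTS concentration series.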
p53 reactivation: qHTS assay for re-activators of p53 using a Luc reporter; H1299 p53-A138V BP100-luciferase reporter, luminescence, 24 h; Potency, µM (highest dose often 92.2 µM), for the others: top-dose activity change, positive = activation, hits mostly activators; 320,000 compounds, 0.063% hits; AID 504706, 2011; note: potency is the fitted concentration of half-maximal effect; % of control where 0% means no effect; nearly all actives have a fitted effect of over 45% in size
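H1299 (p53-null), stable ts p53-A138V + BP100-Luc; 1000 cells/well, Opti-MEM/10% FBS; cpd 4 pt, 1:5; 24 h, 37 deg C, 5% CO2; detection reagent 10 min RT; luminescence.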
MLL CXXC-DNA inh: qHTS Fluorescence Polarization Assay for Inhibitors of MLL CXXC domain - DNA interaction. Histone-lysine N-methyltransferase 2A (Homo sapiens), Q03164. MLL-CXXC / FITC-HOXA9 DNA fluorescence polarization. Potency, µM (doses to about 115 µM), for inactives: top-dose activity change, negative = inhibition, most hits filed as inhibitors. 290,000 compounds, 0.037% hits. AID 2662, 2010; active = well fitted inhibition curve with a large enough effect in the polarisation, with a control signal flat, not every such curve was filed as active; inconclusive = small, poorly fitted or top-dose-only effect, or effect the other way, or a change in a side signal; inactive = no such curve, though single readings can be large or run the other way; the % refers to the polarisation; note: potency is the fitted concentration of half-maximal effect
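Steps: dispense CXXC domain solution (7 uM) → pin compounds or unlabeled HOX-A9 DNA control → 5 min ambient → add FLSN-HOX-A9 solution (50 nM) → spin → 30 min ambient → fluorescence polarization. Tris pH 7.5/NaCl/DTT/BSA buffer.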
a7 integrin act: qHTS for Activators of Integrin-Mediated Alleviation for Muscular Dystrophy; alpha7betagal myoblasts, beta-gal FDG fluorescence, 48 h; 350,000 compounds, 0.064% hits; Potency, µM (titrated, usually from 38.3 µM), for inactives: at the highest dose activation, hits mostly activators;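 note: potency is the fitted concentration of half-maximal effect; 100% = response of the positive control SU9516; nearly all actives have a fitted effect of over 60% in size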
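alpha7betagal+/- myoblasts (passage 13, 250/well) treated 48 h at 37C with compounds at 1:260 dilution of DMSO stock. Lysed, then beta-galactosidase activity read as FDG fluorescence (ex 480/em 540) after 30 min, with pre-read for autofluorescence.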
A-T KAP1 phos: qHTS Assay for Identifying a Potential Treatment of Ataxia-Telangiectasia; […] A-T fibroblasts, KAP-1 phosphorylation AlphaLISA; neocarzinostatin DNA damage 30 min before lysis; Potency, µM (highest dose often 57.5 µM), for inactives: at the top dose activation, usual class: activators; 320,000 compounds, 0.19% hits; note: potency is the fitted concentration of half-maximal effect; % of control where 0% means no effect; nearly all actives have a fitted effect of over 45% in size
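ATM-like activity read as KAP-1 phosphorylation via AlphaLISA donor/acceptor antibody pairs after lysis and 6 hr at 25C. Cells were ATM-null patient fibroblasts ([…], hTERT), dosed 60 min, then exposed to the DSB inducer NCS for 30 min.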
Active calls of the source: *; [ ] = another dose, or the depositor's remark. Unless noted, calls come from the whole dose curve; as a rule, active = well fitted curve in the direction sought with a large enough effect; inconclusive = small, poorly fitted or top-dose-only effect, or another doubt; inactive = no such curve, though single readings can be large; an effect the other way counts as inactive or inconclusive.

How did CCC[C@@H](OS(N)(=O)=O)[C@@H](Cc1ccccc1)C(=O)OCC do in these assays?
B2AR arrestin: -0.7%; TCR act: 0%; BRCA1 expr act: -4%; TRPV1 agonist: 0; ELG1 repair inh: -17%; TSG101-PTAP inh: 0%; p53 reactivation: 3%; MLL CXXC-DNA inh: 2%; a7 integrin act: 8%; A-T KAP1 phos: -6%

What do the screens show for `CC(/C=C/c1ccc2c(c1)OCO2)=N\NC(=O)c1ccccc1`?
B2AR arrestin: -0.1%; TCR act: -2%; BRCA1 expr act: 41%; TRPV1 agonist: 6; ELG1 repair inh: 0%; TSG101-PTAP inh: -3%; p53 reactivation: 16%; MLL CXXC-DNA inh: -3%; a7 integrin act: 0%; A-T KAP1 phos: -2%

What do the screens show for `Cc1ccc(-c2noc(CSc3nnc(CCc4ccccc4)n3-c3ccccc3)n2)cc1`?
B2AR arrestin: -0.9%; BRCA1 expr act: -42%; TRPV1 agonist: -1; ELG1 repair inh: inconclusive; TSG101-PTAP inh: 1%; p53 reactivation: inconclusive; MLL CXXC-DNA inh: 2%; a7 integrin act: -6%[7.66 µM]; A-T KAP1 phos: 5%

How did O=C(Nc1nccs1)c1ccc(COc2ccccc2)o1 do in these assays?
B2AR arrestin: 0.2%; TCR act: 7%; BRCA1 expr act: 5.6µM*; TRPV1 agonist: 5; ELG1 repair inh: inconclusive; TSG101-PTAP inh: 1%; p53 reactivation: inconclusive; MLL CXXC-DNA inh: 0%; a7 integrin act: 14%; A-T KAP1 phos: -9%

What do the screens show for `Cc1nn(C)c(C)c1S(=O)(=O)NC1CCCc2ccccc21` (stereo unspecified)?
B2AR arrestin: -0.4%; TCR act: -18%; BRCA1 expr act: -8%; TRPV1 agonist: -1; ELG1 repair inh: -6%; TSG101-PTAP inh: -5%; p53 reactivation: 3%; MLL CXXC-DNA inh: -7%; a7 integrin act: 6%; A-T KAP1 phos: 4%

What do the screens show for `CCC(c1nnc(SCC(=O)Nc2cccnc2Cl)n1-c1ccccc1)N(C)C` (stereo unspecified)?
B2AR arrestin: -0.3%; TCR act: 4%; BRCA1 expr act: -1%; TRPV1 agonist: 0; ELG1 repair inh: 14%; TSG101-PTAP inh: -1%; p53 reactivation: -1%; MLL CXXC-DNA inh: -8%; a7 integrin act: -20%; A-T KAP1 phos: -4%

Results for CC(C)(C)S(=O)(=O)c1ccsc1C(=O)O ?
B2AR arrestin: 0.2%; TCR act: 1%; BRCA1 expr act: -25%; TRPV1 agonist: -1; ELG1 repair inh: 7%; TSG101-PTAP inh: -6%; p53 reactivation: 6%; MLL CXXC-DNA inh: 6%; a7 integrin act: 8%; A-T KAP1 phos: -11%

How did COc1ccccc1Nc1nnc(SCC(=O)N2CC(=O)Nc3ccccc32)s1 do in these assays?
B2AR arrestin: -0.9%; TCR act: 0%[46.1 µM]; BRCA1 expr act: -16%; TRPV1 agonist: -1; ELG1 repair inh: inconclusive; TSG101-PTAP inh: 0%; p53 reactivation: 5%; MLL CXXC-DNA inh: 6%; a7 integrin act: -11%; A-T KAP1 phos: -5%

How did COc1cc(CC(=O)NCCc2ccc(S(N)(=O)=O)cc2)cc(OC)c1OC do in these assays?
B2AR arrestin: -1.6%; TCR act: -2%; BRCA1 expr act: -5%; TRPV1 agonist: 2; ELG1 repair inh: -5%; TSG101-PTAP inh: -1%; p53 reactivation: -3%; MLL CXXC-DNA inh: 18%; a7 integrin act: 0%; A-T KAP1 phos: 8%

Results for Cc1nn(-c2ccccc2)c(Cl)c1/C=N/NC(=O)c1ccn[nH]1 ?
B2AR arrestin: 0.5%; TCR act: 0%; BRCA1 expr act: inconclusive; TRPV1 agonist: 0; ELG1 repair inh: inconclusive; TSG101-PTAP inh: 3%; p53 reactivation: inconclusive; MLL CXXC-DNA inh: -4%; a7 integrin act: 0%; A-T KAP1 phos: 0%

What do the screens show for `COc1ccc(OC)c(NC(=O)c2ccc(CSc3ncccn3)cc2)c1`?
B2AR arrestin: -0.9%; TCR act: 3%; BRCA1 expr act: 0%; TRPV1 agonist: 0; ELG1 repair inh: inconclusive; TSG101-PTAP inh: -5%; p53 reactivation: -4%; MLL CXXC-DNA inh: -3%; a7 integrin act: 0%; A-T KAP1 phos: 6%

Results for CC1CC(NC(=O)CCn2c(=O)oc3ccccc32)CC(C)(C)C1 (stereo unspecified) ?
B2AR arrestin: -0.1%; TCR act: 3%; BRCA1 expr act: -14%; TRPV1 agonist: inconclusive; ELG1 repair inh: 9%; TSG101-PTAP inh: -1%; p53 reactivation: -8%; MLL CXXC-DNA inh: -11%; a7 integrin act: -8%; A-T KAP1 phos: 1%

How did CC(C)C(=O)Nc1cccc(NC(=O)c2cccnc2)c1 do in these assays?
B2AR arrestin: -0.5%; TCR act: 0%; BRCA1 expr act: -14%; TRPV1 agonist: 1; ELG1 repair inh: 2%; TSG101-PTAP inh: 2%; p53 reactivation: -11%; MLL CXXC-DNA inh: -2%; a7 integrin act: 0%; A-T KAP1 phos: -5%

What do the screens show for `CC(C)C(C)NC(=O)COC(=O)c1cc(S(=O)(=O)N(C)C)ccc1N1CCCC1` (stereo unspecified)?
B2AR arrestin: 0.5%; TRPV1 agonist: 2; ELG1 repair inh: -5%; p53 reactivation: -2%; MLL CXXC-DNA inh: -5%; A-T KAP1 phos: 13%

What do the screens show for `CC1(C)CC(NC(=O)C23CCC(C)(C(=O)C2=O)C3(C)C)CC(C)(C)N1` (stereo unspecified)?
B2AR arrestin: 0.1%; TCR act: 5%; BRCA1 expr act: 7%; TRPV1 agonist: -1; ELG1 repair inh: inconclusive; TSG101-PTAP inh: -6%; p53 reactivation: 0%; MLL CXXC-DNA inh: 9%; a7 integrin act: -12%; A-T KAP1 phos: -1%

Reprinted from the part before: two entries, followed by the next part.
What do the screens show for `CC(C)C(C)NC(=O)COC(=O)c1cc(S(=O)(=O)N(C)C)ccc1N1CCCC1` (stereo unspecified)?
B2AR arrestin: 0.5%; TRPV1 agonist: 2; ELG1 repair inh: -5%; p53 reactivation: -2%; MLL CXXC-DNA inh: -5%; A-T KAP1 phos: 13%

What do the screens show for `CC1(C)CC(NC(=O)C23CCC(C)(C(=O)C2=O)C3(C)C)CC(C)(C)N1` (stereo unspecified)?
B2AR arrestin: 0.1%; TCR act: 5%; BRCA1 expr act: 7%; TRPV1 agonist: -1; ELG1 repair inh: inconclusive; TSG101-PTAP inh: -6%; p53 reactivation: 0%; MLL CXXC-DNA inh: 9%; a7 integrin act: -12%; A-T KAP1 phos: -1%

How did Cc1cccc(Cc2nnc(NC(=O)c3cccc(S(=O)(=O)N4CCOCC4)c3)s2)c1 do in these assays?
B2AR arrestin: 0.2%; TCR act: 0%; BRCA1 expr act: -18%; TRPV1 agonist: -4; ELG1 repair inh: 7%; TSG101-PTAP inh: -2%; p53 reactivation: -6%; MLL CXXC-DNA inh: 14%; a7 integrin act: 0%; A-T KAP1 phos: 13%

What do the screens show for `O=C(Nc1c2c(nn1-c1ccccc1)CSC2)c1ccc(N2C(=O)CCC2=O)cc1`?
B2AR arrestin: 0.0%; TCR act: -4%; BRCA1 expr act: 4%; TRPV1 agonist: -1; ELG1 repair inh: -10%; TSG101-PTAP inh: -3%; p53 reactivation: -6%; MLL CXXC-DNA inh: inconclusive; a7 integrin act: -13%; A-T KAP1 phos: -1%

How did CCOC(=O)c1cc(-c2ccc(OC(F)F)cc2)nc2c1c(=O)[nH]c(=O)n2C do in these assays?
B2AR arrestin: -1.3%; TCR act: -12%[46.1 µM]; BRCA1 expr act: -8%; TRPV1 agonist: -1; ELG1 repair inh: 8%; TSG101-PTAP inh: -2%; p53 reactivation: -10%; MLL CXXC-DNA inh: -6%; a7 integrin act: -1%; A-T KAP1 phos: 1%

What do the screens show for `Cc1ccc(C(=O)N2CC=C(c3ccccc3)CC2)o1`?
B2AR arrestin: 0.0%; TCR act: -9%; BRCA1 expr act: 16%; TRPV1 agonist: inconclusive; ELG1 repair inh: 0%; TSG101-PTAP inh: 0%; p53 reactivation: 2%; a7 integrin act: 0%; A-T KAP1 phos: -2%

Results for CCOC(=O)c1cocc1C(=O)O ?
TCR act: -6%; BRCA1 expr act: -5%; TSG101-PTAP inh: 0%; a7 integrin act: 3%

Results for COc1ccc([C@H]2CC(=O)C=C(c3ccc(Cl)c(C(F)(F)F)c3)C2)cc1OC ?
B2AR arrestin: -0.8%; TCR act: -2%; BRCA1 expr act: -44%; TRPV1 agonist: inconclusive; ELG1 repair inh: inconclusive; p53 reactivation: -16%; a7 integrin act: -25%; A-T KAP1 phos: -4%

Screening data from PubChem BioAssay.
